Screening results: PubChem BioAssay, NCI
Growth percent in the NCI-60 one-dose screen (48 h, 10 µM unless noted): 100 = growth as untreated, 0 = no growth, -100 = all killed.
NCI-H522: NCI-H522 lung cancer; 78,000 compounds, 8% hits
IGROV1: IGROV1 ovarian cancer; 79,000 compounds, 4.7% hits
NCI-H23: NCI-H23 lung cancer. AID 1794731. 80,000 compounds, 4% hits
NCI-H460: NCI-H460 lung cancer. 82,000 compounds, 6.8% hits
NCI-H226: NCI-H226 lung cancer | 79,000 compounds, 3.5% hits
KM12: KM12 colon cancer cells; 82,000 compounds, 5% hits
NCI/ADR-RES: NCI/ADR-RES ovarian cells; AID 1794790; 81,000 compounds, 4.4% hits
COLO 205: COLO 205 colon cancer. 79,000 compounds, 7.3% hits
NCI-H322M: NCI-H322M lung cancer; AID 1794733; 80,000 compounds, 2.7% hits
* marks the source's active call; other numbers are inactive results; · = no result given; & = joins results of further samples. The calls were made as follows: active = growth percent below 10; inactive = the rest.

SMILES	NCI-H522	IGROV1	NCI-H23	NCI-H460	NCI-H226	KM12	NCI/ADR-RES	COLO 205	NCI-H322M
Fc1ccc(Cn2cc(CSc3nc4ccccc4o3)nn2)c(F)c1	84	89	105	115	106	94	103	119	87
Cc1ccc(N=Cc2ccccc2O)cc1C	93	116	115	107	93	102	119	110	104
OC(c1cccc(C(F)(F)F)c1)c1cnccc1OC1CCCCCC1 (stereo not drawn)	67	80	46	86	86	86	57	87	97
COc1ccc(OC)c(-c2nc(SCC(=O)c3ccc(F)cc3)[nH]c(=O)c2C#N)c1	94	101	97	108	95	98	97	109	94
Oc1cccc(-c2nc3sccn3c2-c2ccccc2)c1	81	96	83	99	100	102	92	118	·
C=CCn1c(SCC(=O)Nc2ccc(C(=O)/C=C/c3ccc(OC)cc3)cc2)nnc1-c1cc(-c2ccc(S(C)(=O)=O)cc2)nc2ccccc12	96	87	101	104	89	101	103	108	93
C=Cn1c(C(=O)c2c[nH]c3ccccc23)n[nH]c1=S	82	63	80	96	71	91	104	102	94
NC(=S)NN=C(c1ccc(O)cc1)c1ccc(O)cc1	98	92	94	99	95	93	95	108	86
O=C(Oc1ccc(/C=C/c2cc(OC(=O)c3ccccc3)cc(OC(=O)c3ccccc3)c2)cc1)c1ccccc1	101	87	96	107	101	94	94	100	87
CN(C)CCNC(=O)c1cc2c3cc(Cl)ccc3[nH]c2c2ncccc12	21	21	32	-0.3*	25	25	25	-18*	31
CCCNC(=S)NC	111	118	109	117	103	104	105	117	109
Cc1ccc2c(c1)c(-c1nc(-c3c[nH]c4ncccc34)cs1)cn2C	71	99	72	57	89	58	89	112	73
Cc1cc([N+](=O)[O-])ccc1P(=O)(O)c1ccc([N+](=O)[O-])cc1C	112	110	99	99	92	94	97	102	·
CC(Cl)C(=O)Oc1ccc(Cl)cc1 (stereo not drawn)	97	100	103	115	96	101	101	98	101
CCOc1cccc(/C=N/NC(=O)Cc2ccc(Nc3ccnc(C(F)(F)F)c3)cc2)c1O	13	11	39	0.3*	-1.6*	30	48	4.8*	37
O=C(O)CN1CCc2c(sc3ncnc(N/N=C/c4cccc5ccccc45)c23)C1	91	108	100	107	104	113	114	115	·
COc1ccc(C(O)C#N)cc1OC (stereo not drawn)	100	100	101	100	102	109	103	118	110
COC(=O)[C@@H](Cc1c[nH]c2ccccc12)NC(=O)COc1cc(O)c2c(=O)cc(-c3ccccc3)oc2c1	88	95	86	111	81	98	81	116	110
O=C(COc1ccc(/C=C2\Oc3ccccc3C2=O)cc1)Nc1nccs1	-30*	-13*	88	107	90	70	92	107	89
CC(C)(C)c1ccc(S(=O)(=O)Oc2ccc3c(ccn3C(=O)C34CC5CC(CC(C5)C3)C4)c2)cc1	85	101	106	107	105	103	108	·	110
CN1C/C(=N\N=C(N)N)N(C)C1=O	103	106	100	106	92	102	101	104	104
CC(=Nc1ccccc1)C1=C(O)C(Cc2ccccc2)NC1=O (stereo not drawn)	-15*	6.3*	-1.3*	3.9*	15	-46*	-9.0*	-72*	46
COc1ccc(-c2nc3ncccn3c2-c2nc3ccc(OC)cc3[nH]2)cc1	81	96	104	103	92	97	96	103	95
O=C(/C=C1\C=CN(CCCO)c2ccccc21)n1ccc2ccccc21	89	71	96	106	60	103	110	102	99
Cc1ccc(C(=O)C[n+]2ccn(CC(=O)Nc3cccc4cccnc34)c2)cc1	81	87	84	93	92	98	97	84	94
COc1ccc(-c2nnc(CCC(=O)c3nc4ccccc4[nH]3)o2)cc1	92	89	99	109	109	103	103	97	90
C=C(C)[C@@H]1CC[C@]2(C)[C@H](CC=C3[C@@H]4CC(C)(C)CC[C@]4(CO)CC[C@]32C)[C@@]1(C)CCCN	-40*	8.7*	69	-93*	96	-54*	49	-57*	55
Cc1ccc(-c2cc(-c3ccccc3)[nH]c(=O)c2C#N)cc1	75	92	96	91	87	91	82	124	91
Cn1c2ccccc2c2c3c(c4c5cc(F)ccc5oc4c21)C(=O)N(O)C3=O	54	55	74	48	86	85	77	88	90
Brc1cn2ccnc2c(-c2ccc3ncn(C4CCCCC4)c3c2)n1	84	93	90	100	78	32	91	107	82
Cc1cccc(/C(=C/c2ccc([N+](=O)[O-])cc2)C(=O)O)c1	105	113	100	111	·	102	111	111	113
Nc1nccc2c1ccn2-c1ccc(NC(=O)c2ccc(N3CCOCC3)c(C(F)(F)F)c2)cc1	23	36	33	1.8*	63	-41*	49	-55*	39
N#Cc1c(-c2ccc(Cl)cc2)c(C#N)c2c(C#N)c(N)nn2c1N	65	74	98	87	87	93	96	95	82
O=c1ccc(=O)n(CCc2ccccn2)[nH]1	91	·	97	99	90	106	97	106	108
COc1ccc(-c2cn[nH]c2-c2cc(OC)c3c(c2)OCO3)cc1	-44*	-17*	18	8.7*	48	18	5.1*	-44*	15
Cc1ccc(C)c2c1sc1nc3nc4sc5cc(Cl)c(Cl)cc5n4c(=N)c3c(=O)n12	91	65	72	94	73	102	95	117	110
CCN(CC)Cc1nc2ccccc2c(=O)n1/N=C/c1ccc(C)cc1	94	106	97	106	107	101	102	107	107
O=C(c1ccccc1)C1CCNCC1	111	109	111	114	103	119	114	114	94
CCCCCCCCC1(C)CCC(=O)O1 (stereo not drawn)	·	109	99	106	106	113	102	120	108
CSc1ncnc2[nH]ncc12	·	116	107	117	·	113	118	102	113
Nc1ncnc(Nc2ccc(S(=O)(=O)O)cc2)n1	107	102	96	98	86	110	112	110	102
COc1cc(C2C3=C(CCCC3=O)N(c3sc4c(c3C#N)CCCC4)c3nc(N)c(C#N)c(N)c32)cc(OC)c1OC (stereo not drawn)	71	98	98	87	84	87	89	96	76
CCOC(=O)c1sc2nc(-c3ccncc3)nc(N3CCOCC3)c2c1C	88	86	104	102	79	101	89	105	99
COc1cccc(C2=C(Br)C(=O)c3nc(C)ccc3C2=O)c1	65	51	49	26	·	54	17	·	56
Cc1nn(-c2ccccc2)c2c1C(c1ccc(Cl)cc1)CC(=O)N2 (stereo not drawn)	123	121	98	110	107	106	96	123	120
CC(C)CCSc1nc(NC2CC2)c(C#N)c(-c2ccc(F)cc2)n1	64	88	87	69	96	94	85	80	84
COc1c(O[C@@H]2OC[C@@H](O)[C@H](O)C2O)cc2oc3cc(O)c(CC=C(C)C)c(O)c3c(=O)c2c1CC=C(C)C (stereo partly drawn)	87	83	90	76	91	75	88	96	99
CCOC(Nc1ccc(C(=O)O)cc1)C(=O)c1ccc(-c2ccccc2)cc1 (stereo not drawn)	91	87	101	105	79	106	100	131	95
O=c1cc2oc3cc(O)c(O)cc3c(-c3ccccc3)c-2cc1O	13	105&62	105&73	104&105	98&55	105&105	102&58	113&107	109&79
CC1=NN(C(=O)c2cnc3nc[nH]n3c2=O)C(=O)C1	88	103	101	109	112	98	97	106	103
COc1ccc(/C=N/Nc2ccc([N+](=O)[O-])cn2)cc1	97	109	105	101	109	·	107	116	90
O=C(c1ccc(Cl)cc1)c1cc2ccccc2o1	91	88	99	103	92	102	99	111	94
COc1ccc(/C=C/c2nc3ccccc3n3c(-c4cccc([N+](=O)[O-])c4)nnc23)cc1	-73*	-69*	-78*	-36*	-15*	-67*	-27*	-70*	41
Cc1cc2c(c(C)c1Cl)C(=O)/C(=C/c1ccc(C(C)C)cc1)O2	89	67	91	102	·	100	103	104	97
CN1CCN(c2nc3cc(-c4ccccc4)sc3c(=O)[nH]2)CC1	93	101	94	106	85	106	94	107	98
COc1ccc(-c2cc(-c3cccc(NS(C)(=O)=O)c3)nc(N)c2C#N)cc1	-5.0*	73	38	4.6*	63	18	·	-27*	44
CCc1ccc2c(c1)N(CCO)C1=C(C(=O)OC1)C2c1ccccc1 (stereo not drawn)	4.8*	96	101	109	102	76	79	109	115
COc1ccccc1NCCCOc1cc(O)c2c(=O)cc(-c3ccccc3)oc2c1	76	109	83	96	95	96	83	109	104
Cc1[nH]cnc1/C=C1\SC(N2CCOCC2)=NC1=O	·	124	102	109	111	113	111	120	126
COc1ccc(-c2cncn2-c2ccc(-c3nc4cc(OC)c(OC)c(OC)c4s3)cc2)cc1OC	72	71	85	67	58	82	82	50	86

Continuation:
SMILES	NCI-H522	IGROV1	NCI-H23	NCI-H460	NCI-H226	KM12	NCI/ADR-RES	COLO 205	NCI-H322M
Cc1[nH]c2c(C)cccc2c1C	107	114	·	113	81	106	116	102	97
C/C(=N\NC(=S)Nc1cccc(Cl)c1Cl)c1sc(Nc2cccc(Cl)c2)nc1C	89	96	93	105	98	99	100	115	97
Nc1ccc(F)cc1-c1n[nH]c(=O)[nH]c1=O	·	119	98	105	·	107	108	122	115
O=C1NN(c2ccccc2)C(c2cccnc2)=N/C1=C\c1ccc(Cl)cc1	100	116	90	98	91	99	95	115	93
NNC(=O)c1cc2ccc1CCc1ccc(cc1)CC2	86	108	99	102	100	99	106	109	106
Cc1nc2sc(C(=O)Nc3ccc(F)c(Cl)c3)c(N)c2c(C)c1Br	85	75	94	104	84	99	97	104	78
COc1ccc(-c2nc(N/N=C/c3ccco3)nc(N3CCOCC3)c2C#N)cc1	77	37	81	66	85	87	86	86	87
Cc1nc(C)c(CSC2N=C(c3ccc(F)cc3)c3cnn(-c4ccccc4)c3N2)nc1C (stereo not drawn)	79	82	88	97	91	100	97	103	98
C=CCNC(=S)NN(C)C	·	103	95	108	100	101	97	101	102
OCC1OC2C(NC(=S)N2c2ccccc2)C(O)C1O (stereo not drawn)	104	121	102	105	96	103	105	105	·
COc1cc(CC(CC(=O)c2ccc3c(c2)OCO3)C(=O)O)cc(OC)c1OC (stereo not drawn)	97	110	92	113	96	108	97	124	99
CCCCNCC(O)c1cc(-c2ccc(C(F)(F)F)cc2)nc(-c2ccc(C(F)(F)F)cc2)c1 (stereo not drawn)	-79*	-60*	-64*	-77*	-76*	-89*	-54*	-87*	-74*
CC1(C)S[C@@H]2[C@H](NC(=O)[C@H](NC(=O)N3CCNC3=O)c3ccccc3)C(=O)N2C1C(=O)O (stereo partly drawn)	97	102	101	110	103	113	103	109	99
CCCCc1ccc(NC(=O)CSc2nnc(-c3ccccc3F)n2N)cc1	86	55	114	107	86	107	82	109	97
CCCNC(=O)CC1CCN(C(=O)C2CC3CCC(OC)CC3N2)CC1 (stereo not drawn)	64	97	89	111	93	92	92	101	90
O=C(NNC(=S)NCc1ccccc1)c1cc2ccc1CCc1ccc(cc1)CC2	94	104	101	101	102	99	105	107	99
O=C1CC[C@H](NC(=O)OCc2ccccc2)C(=O)O1	83	118	100	103	98	106	102	109	104
O=Cc1ccc(O)c2ncccc12	52	4.0*	29	30	116	70	-1.0*	18	97
CCCCCCCCCCCCCCCCOCCCOP(=O)(O)C1CCCN(O)C1=O (stereo not drawn)	26	-2.3*	19	-9.2*	-22*	7.8*	8.9*	4.3*	29
COC(=O)/C=C/c1ccncc1	112	112	100	103	95	105	75	108	110
COc1cc(C2C(C(=O)c3ccccc3)=C(C)Nc3nc4ccccc4n32)cc(OC)c1OC (stereo not drawn)	95	102	90	107	82	105	92	102	101
COC12C=CC(CC1)C1C(=O)C=CC(=O)C12 (stereo not drawn)	107	86	85	96	82	96	90	120	89
CCCN(CCC)CC(=O)N1CC(=O)Nc2ccccc21	183	266	93	107	107	106	68	106	81
CCCCn1c(=O)c(/C=C/c2cc(/C=C/c3cc4cc(C)ccc4n(CCCC)c3=O)n(-c3ccccc3Cl)n2)cc2cc(C)ccc21	74	93	102	113	101	105	97	113	105
COC(=O)[C@H](Cc1ccccc1)n1cc(COc2nc(Cl)nc(N3CCOCC3)n2)nn1	94	103	96	106	110	102	100	109	100
O=C(c1ccccc1)C(Nc1ccccc1)c1ccccc1 (stereo not drawn)	68	76	84	98	83	93	93	99	85

11 entries already listed, arranged by heavy-atom count, smallest number first.
SMILES	NCI-H522	IGROV1	NCI-H23	NCI-H460	NCI-H226	KM12	NCI/ADR-RES	COLO 205	NCI-H322M
COC(=O)/C=C/c1ccncc1	112	112	100	103	95	105	75	108	110
O=Cc1ccc(O)c2ncccc12	52	4.0*	29	30	116	70	-1.0*	18	97
COC12C=CC(CC1)C1C(=O)C=CC(=O)C12 (stereo not drawn)	107	86	85	96	82	96	90	120	89
CCCN(CCC)CC(=O)N1CC(=O)Nc2ccccc21	183	266	93	107	107	106	68	106	81
O=C(c1ccccc1)C(Nc1ccccc1)c1ccccc1 (stereo not drawn)	68	76	84	98	83	93	93	99	85
CCCNC(=O)CC1CCN(C(=O)C2CC3CCC(OC)CC3N2)CC1 (stereo not drawn)	64	97	89	111	93	92	92	101	90
CCCCc1ccc(NC(=O)CSc2nnc(-c3ccccc3F)n2N)cc1	86	55	114	107	86	107	82	109	97
O=C(NNC(=S)NCc1ccccc1)c1cc2ccc1CCc1ccc(cc1)CC2	94	104	101	101	102	99	105	107	99
COC(=O)[C@H](Cc1ccccc1)n1cc(COc2nc(Cl)nc(N3CCOCC3)n2)nn1	94	103	96	106	110	102	100	109	100
COc1cc(C2C(C(=O)c3ccccc3)=C(C)Nc3nc4ccccc4n32)cc(OC)c1OC (stereo not drawn)	95	102	90	107	82	105	92	102	101
CCCCn1c(=O)c(/C=C/c2cc(/C=C/c3cc4cc(C)ccc4n(CCCC)c3=O)n(-c3ccccc3Cl)n2)cc2cc(C)ccc21	74	93	102	113	101	105	97	113	105
